PfG6PD inh: PfG6PD (Plasmodium falciparum) enzyme inhibition | PfGluPho enzyme, NADPH resazurin-diaphorase fluorescence | inhibition, % at 20 µM | 350,000 tested, 0.78% active | AID 504690;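 active = inhibition reaching at least a set limit at 20 µM in the primary screen, cut at about 59% in these data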;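 also: 0% = DMSO wells with substrate and 100% = DMSO wells lacking glucose-6-phosphate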
MPTP inh: blocks calcium-induced mitochondrial swelling; isolated mouse mitochondria, Ca2+ swelling absorbance, 30 min; inhibition, % at 10 µM; 360,000 tested, 1.4% active;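 active = inhibition of 50% or more, scaled per plate between neutral and stimulator controls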;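 also: 0% = DMSO wells given calcium and 100% = 1 mM EGTA wells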
SENP8 inh: SENP8 (human) protease inhibition. AID 602440. Q96LD8. recombinant SENP8, Nedd8 substrate fluorescence. 360,000 tested, 0.64% active. inhibition, % at 20 µM; in the data active = inhibition mostly above about 40%, no sharp cut-off; inactive = mostly below about 27%
Target sequence (Q96LD8 whole entry, looked up): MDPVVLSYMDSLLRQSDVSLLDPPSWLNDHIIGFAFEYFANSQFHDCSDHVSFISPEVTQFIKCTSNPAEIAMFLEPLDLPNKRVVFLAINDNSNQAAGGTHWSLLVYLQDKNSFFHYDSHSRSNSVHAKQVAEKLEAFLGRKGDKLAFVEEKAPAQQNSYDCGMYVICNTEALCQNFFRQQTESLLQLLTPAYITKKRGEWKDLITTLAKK
SENP6 block: SENP6 protease inhibition; inhibition, % at 10 µM; 330,000 tested, 1.8% active; Recombinant SENP6 catalytic domain, aminoluciferin luminescence;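 active = inhibition above about 50% at the single tested dose, limit read from the data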;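 also: plate controls were DMSO wells with enzyme for no effect and DMSO wells lacking enzyme for full effect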
SENP7 block: blocks the human protease SENP7. recombinant SENP7, Z-RLRGG-aminoluciferin luminescence, 40 min. 330,000 tested, 1.5% active. Q9BQF6. inhibition, % at 5 µM;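 active = inhibition above about 50% at the single test dose, limit read from the data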;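 also: plate controls were DMSO with enzyme for no effect and no enzyme buffer wells for full effect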
Target sequence (Q9BQF6 706-1050 limits assumed): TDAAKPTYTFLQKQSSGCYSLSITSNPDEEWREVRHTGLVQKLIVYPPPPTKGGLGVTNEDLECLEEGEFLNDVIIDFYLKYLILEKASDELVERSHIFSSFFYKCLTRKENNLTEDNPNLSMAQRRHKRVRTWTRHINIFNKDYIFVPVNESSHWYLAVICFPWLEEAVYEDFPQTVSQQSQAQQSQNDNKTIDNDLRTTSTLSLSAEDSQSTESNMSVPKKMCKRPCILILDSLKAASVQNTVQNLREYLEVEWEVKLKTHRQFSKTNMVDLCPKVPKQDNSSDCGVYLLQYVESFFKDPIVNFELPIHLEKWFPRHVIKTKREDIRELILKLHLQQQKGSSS
HKDC1 inhibitor: blocks human hexokinase HKDC1 activity; recombinant HKDC1, G6PDH/diaphorase resazurin coupled fluorescence; AID 493160; inhibition, % at 20 µM; Q2TB90; 340,000 tested, 0.16% active;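 active = inhibition above about 35% when tested at 20 µM, limit read from the data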;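 also: plate controls were DMSO wells with enzyme for no effect and DMSO wells lacking enzyme for full effect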
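Test system: recombinant HKDC1 (HK5) hexokinase enzyme, produced in-house / Doses: 20 µM test compound, 1% DMSO / Timing: 90 min, room temperature / Detection: G6PDH/diaphorase-coupled fluorescence, 1 mM NADP, 100 µM resazurin, 525/613 nm / Control set: DMSO wells with and without enzyme mix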
NR3A LBD binder: modulates the human NR3A ligand-binding domain; NR3A LBD differential scanning fluorimetry, Tm shift; 0% = protein alone, 100% = glycine-bound protein; Tm shift relative to glycine control, % at 25 µM; 340,000 tested, 2.5% active; AID 1259313;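 active = melting temperature shift of at least 10% of the positive control shift, at one fixed dose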
ATG4B inh: inhibitors of human ATG4B cysteine protease | AID 504462 | inhibition, % at 8.33 µM | ATG4B cleavage of LC3-PLA2, NBD-HPC fluorescence, 1 h | 340,000 tested, 0.51% active | Q9Y4P1; in the data active = inhibition above about 40%
Target sequence (Q9Y4P1 whole entry, looked up): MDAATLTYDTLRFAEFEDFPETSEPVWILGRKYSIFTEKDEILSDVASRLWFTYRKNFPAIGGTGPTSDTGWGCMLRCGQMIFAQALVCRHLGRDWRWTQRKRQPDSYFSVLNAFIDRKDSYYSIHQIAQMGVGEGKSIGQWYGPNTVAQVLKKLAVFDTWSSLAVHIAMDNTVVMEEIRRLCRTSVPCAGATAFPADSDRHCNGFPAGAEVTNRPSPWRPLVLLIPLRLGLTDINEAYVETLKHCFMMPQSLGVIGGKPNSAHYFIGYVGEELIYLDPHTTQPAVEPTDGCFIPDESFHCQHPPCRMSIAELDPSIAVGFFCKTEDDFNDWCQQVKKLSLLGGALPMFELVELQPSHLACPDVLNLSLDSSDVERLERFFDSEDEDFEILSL
An asterisk follows results filed as active; . = no result given.

SMILES	PfG6PD inh	MPTP inh	SENP8 inh	SENP6 block	SENP7 block	HKDC1 inhibitor	NR3A LBD binder	ATG4B inh
Cc1onc(-c2ccccc2Cl)c1C(=O)NCCN1CCOCC1	-12.5	3.1	25.4	10.1	-1.4	-4.6	-4.6	-3.5
Cc1ccc(Cl)cc1NC(=O)CN1C(=O)COc2ccc(S(=O)(=O)N3CCOCC3)cc21	-15.0	0.6	-6.2	10.9	-0.3	-8.7	0.8	-4.1
CC(Sc1nncn1C)C(=O)Nc1ccc(N2CCCCC2)cc1 (stereo not drawn)	13.8	-0.4	13.7	-16.6	-4.6	-1.1	-0.3	0.3
COc1ccc(CN2CCC(CO)(CCOc3ccccc3)CC2)cc1C	3.6	67.7*	11.4	-6.1	7.1	5.0	0.1	-4.5
O=C(COc1ccc(Br)cc1F)NCC1(N2CCCCC2)CCCCC1	14.3	1.2	13.1	-8.3	-8.5	-4.9	0.1	1.0
C=CCN1C(=O)/C(=C2/Sc3ccccc3N2CC)SC1=S	-7.5	0.9	22.3	7.5	-0.9	-2.6	-6.1	3.0
CC1(C)Cc2c(sc(NC(=O)COc3ccccc3)c2C#N)C(C)(C)N1	-0.7	2.2	13.9	-12.2	-8.1	0.0	0.7	-7.7
COc1ccc(CCNC(=O)CCCCn2c(=O)[nH]c3ccccc3c2=O)cc1OC	-5.8	-0.5	9.1	-7.0	-7.1	-3.1	-2.8	-8.1
Cc1cccc(NC(=O)c2ccco2)c1C(=O)O	-9.7	1.0	2.6	-6.9	-1.2	-6.0	-0.2	2.6
CCC(C(=O)Nc1ccccc1F)n1nc(C)c2c(C)n(-c3ccccc3)nc2c1=O (stereo not drawn)	11.6	-1.6	13.1	9.5	5.3	5.2	0.5	0.7
Cc1ccc(S(=O)(=O)c2ccc(Cl)cc2)cc1S(=O)(=O)N(C)CC(=O)O	-19.5	-1.5	14.1	0.0	-6.3	2.1	0.4	-2.7
COc1ccc(N2CCN(C3CCCN(Cc4cccc(OC)c4)C3)CC2)cc1 (stereo not drawn)	-2.5	-1.0	20.9	4.0	-7.0	-5.3	0.0	1.0
Oc1[nH]c2ccccc2c1N=Nc1c(F)c(F)c(C(F)(F)F)c(F)c1F	3.3	0.2	29.7	-21.5	6.1	-2.1	-7.1	2.8
CCOc1cc2[nH]c(=O)n(CCc3ccc(OC)c(OC)c3)c(=O)c2cc1OCC	-10.7	0.4	-20.3	-6.4	3.4	-4.7	2.5	-10.0
CN(C)C(=O)CN1c2cccc3cccc(c23)S1(=O)=O	15.1	1.1	-310.8	7.4	6.7	1.7	1.2	-5.5
CN(C)c1ccc(C=c2c3cc(O)ccc3n3c2cc(-c2ccccc2)[n+]3C)cc1	82.5*	53.4*	-43.1	.	.	55.5*	3.0	31.9
Fc1ccc(NC(=S)N2CCCc3ccccc32)cc1	7.0	-2.0	-0.1	-10.1	-7.1	5.3	-2.1	14.1
O=C(Nc1cccc(Cl)c1)NC1CCS(=O)(=O)C1 (stereo not drawn)	0.9	1.1	6.1	-4.3	-0.8	-1.5	-1.3	-6.9
Cn1c(=O)[nH]c(=O)c2c1nc(N1CCCCCC1)n2CCSc1nc2ccccc2o1	2.2	1.2	-0.9	-10.5	-9.8	-0.8	4.0	-5.5
Cc1cc(C)cc(Oc2nn[nH]n2)c1	-16.0	-3.1	12.6	8.9	2.3	-1.5	-1.0	5.2
CCN1CCN(C(c2cc(OC)ccc2OC)c2nnnn2Cc2ccccc2)CC1 (stereo not drawn)	-2.2	-0.8	9.8	-9.6	5.5	-4.4	-6.7	-3.7
CC(C)(C)N(Cc1ccccc1)C(=O)COC(=O)c1ccc([N+](=O)[O-])o1	16.0	0.1	27.7	3.3	12.3	0.0	-0.3	-37.6
N#Cc1ccc(NC(=O)CN2C(=O)NC3(CCCC3)C2=O)cc1	-17.5	0.9	6.6	-13.0	1.7	1.1	-1.0	-4.8
CCCCC(CC)CNC(=O)CN(C)S(=O)(=O)c1cccc2nsnc12 (stereo not drawn)	-9.0	-0.7	10.3	-3.2	-2.0	1.0	1.7	-9.1
CC(=O)c1ccc(N2CCN(C(=O)c3cc(-c4ccc5c(c4)OCO5)nc4ccccc34)CC2)cc1	3.8	0.0	-466.0	-15.3	6.6	-1.4	-5.3	-6.9
Further compounds:
SMILES	PfG6PD inh	MPTP inh	SENP8 inh	SENP6 block	SENP7 block	HKDC1 inhibitor	NR3A LBD binder	ATG4B inh
O=C(Cn1ncc2c([nH]c3ccccc32)c1=O)NCCc1ccc(Cl)cc1	-0.9	-1.6	2.2	11.6	-12.7	-1.7	-1.6	-11.7
Cc1cc(C)c(NC(=O)CSc2nc3[nH]ncc3c(=O)[nH]2)c(C)c1	-13.9	1.8	15.5	-16.2	-10.5	-11.2	-1.0	-4.0
O=C(COC(=O)/C=C/c1ccccc1)Nc1nnc(-c2ccccc2)o1	-3.9	0.3	18.9	-1.3	-6.8	-7.1	-3.1	-0.2
Cc1ccc(OCCCC(=O)Nc2ccc3c(c2)OCCO3)cc1	0.7	0.2	4.9	-19.9	3.1	-0.7	-0.4	5.0
C=CCn1c(CNC(=O)c2ccco2)nnc1SCC(=O)c1ccc(F)cc1	3.3	0.3	8.7	-5.6	2.9	3.2	0.8	-5.0
Cc1cc(C)c2c(n1)SCC(=O)N2CC(=O)Nc1ccccc1Cl	13.2	-1.2	-3.3	1.0	0.9	-8.1	2.4	-1.6
CCC1(C)Cc2c(C#N)c(N)n(N)c(=S)c2CO1 (stereo not drawn)	51.2	-0.9	-111.3	-24.6	3.8	0.4	0.1	-13.1
COc1cc(C2OCC3C(c4ccc(OC5OC(CO)C(O)C(O)C5O)c(OC)c4)OCC23)ccc1O (stereo not drawn)	-15.4	1.2	2.6	-0.8	2.6	5.5	-0.5	-20.5
O=C(Nc1nnc(Cc2ccc([N+](=O)[O-])cc2)s1)c1ccc2c(c1)OCO2	17.6	3.0	3.6	1.0	-7.8	4.5	-0.4	1.3
Cc1cc(C(=O)NN=C(CCC(=O)O)c2cccs2)c(C)o1	3.7	-0.7	-3.8	4.2	13.1	-1.6	1.7	0.7
COc1ccc2cc(C3NC(=O)c4ccccc4N3)c(Cl)nc2c1 (stereo not drawn)	-7.4	-2.8	-49.9	-11.2	-3.7	-8.6	-8.6	-2.6
CS(=O)(=O)c1ccc(Cl)c(NC(=O)COC(=O)Cc2c[nH]c3ccccc23)c1	13.0	-2.3	10.6	-8.7	-10.4	-7.2	-3.3	-8.6
Cc1sc2ncn(CC(=O)N3CCCCC3)c(=O)c2c1S(=O)(=O)N1CCC(C)CC1	-6.4	0.2	12.1	-9.6	-1.7	0.8	-0.2	5.8
Cc1ccc(SCCC(=O)N(C)CC(=O)Nc2c(C)cccc2C)cc1	7.4	-1.5	5.9	8.2	2.7	-4.9	-0.5	7.7
O=C(NCCc1ccc(F)cc1)c1ccc([N+](=O)[O-])cc1	17.1	0.5	10.2	-17.7	9.6	-2.2	-1.5	-3.2
CC(C)c1nnc(NC(=O)CCC(=O)NCCc2ccccc2)s1	-0.8	0.3	19.7	-1.5	7.2	1.2	-0.3	4.8
COc1ccc(C(=O)NCCc2ccc(S(N)(=O)=O)cc2)cc1OC	-12.3	0.3	-8.8	-9.9	-0.9	11.1	0.9	0.9
CC(C)[C@H](NC(=O)C1CCN(S(=O)(=O)c2ccc(F)cc2)CC1)C(=O)N1CCCC1	1.6	-0.5	24.8	-4.3	4.9	-4.5	-1.5	-0.5
CC(C)c1ccc(/C=C/C(=O)CCC(=O)O)cc1	-32.5	-0.1	16.8	24.5	31.5	5.3	0.0	-0.5
CCOC(=O)C1CCCN(Cc2cc(Br)ccc2OC)C1 (stereo not drawn)	-9.5	2.1	18.0	-18.4	0.9	-0.7	-0.9	-6.7
Brc1ccc(-c2noc(CCc3ccccc3)n2)cc1	6.7	0.4	26.0	.	.	1.7	0.3	1.7
COc1ccc(S(=O)(=O)N2CCCCC2)cc1NC(=O)CN(Cc1ccco1)Cc1ccco1	9.5	-2.0	-0.3	4.4	-4.4	2.9	-1.2	-16.9
O=S(=O)(c1cnc(Cl)c(Cl)c1)N1CCc2ccccc21	12.9	0.6	26.4	-5.6	-9.1	19.8	0.3	3.9
COc1ccc2nc(NC(=O)CC3Oc4ccccc4NC3=O)sc2c1 (stereo not drawn)	-5.2	2.4	24.7	-2.0	8.1	-9.2	2.4	1.3
c1ccc2sc(NCC3CCCO3)nc2c1 (stereo not drawn)	7.4	-0.7	9.5	1.6	13.2	-1.0	2.5	-4.4

Sorted by the number under SENP7 block (falling): three from the list above.
| smiles | PfG6PD inh | MPTP inh | SENP6 block | SENP7 block | HKDC1 inhibitor | NR3A LBD binder | ATG4B inh |
| --- | --- | --- | --- | --- | --- | --- | --- |
| COc1ccc2nc(NC(=O)CC3Oc4ccccc4NC3=O)sc2c1 (stereo not drawn) | -5.2 | 2.4 | -2.0 | 8.1 | -9.2 | 2.4 | 1.3 |
| CC(C)c1nnc(NC(=O)CCC(=O)NCCc2ccccc2)s1 | -0.8 | 0.3 | -1.5 | 7.2 | 1.2 | -0.3 | 4.8 |
| Cc1sc2ncn(CC(=O)N3CCCCC3)c(=O)c2c1S(=O)(=O)N1CCC(C)CC1 | -6.4 | 0.2 | -9.6 | -1.7 | 0.8 | -0.2 | 5.8 |

(further entries)
SMILES	PfG6PD inh	MPTP inh	SENP8 inh	SENP6 block	SENP7 block	HKDC1 inhibitor	NR3A LBD binder	ATG4B inh
COc1cccc(NC(=O)CN(C)C(=O)c2ccc(S(=O)(=O)Nc3ccccc3C)cc2)c1	-3.7	1.0	8.2	4.9	2.6	-3.1	0.3	-50.7
CC(NC(=O)COc1ccc(/C=N/NC(=O)C(=O)Nc2ccccc2Br)cc1)c1ccccc1 (stereo not drawn)	-15.1	-6.9	-52.9	-27.0	-12.7	2.5	4.9	-2.5
O=C(COC(=O)c1ccccc1NC(=O)c1ccco1)NCC1CCCCC1	3.1	4.2	-34.1	-11.0	-3.3	5.0	0.2	5.6
NS(=O)(=O)c1ccc(NC(=S)Nc2cc(Cl)c(Cl)cc2Cl)cc1	-14.5	88.0*	3.1	9.9	3.7	11.7	-3.3	-3.4
CCn1nc(C)c(Br)c1-c1nc(-c2cccc(C)c2)no1	12.9	-0.1	18.2	-40.7	-6.3	0.0	2.2	1.8
CCC(=O)Nc1cc(C(=O)OCC(=O)c2ccccc2)ccc1C	-8.2	-2.0	19.4	-18.0	-6.7	-0.6	-6.1	3.4
CC(C)C(=O)Nc1nnc(SCC(=O)Nc2ccc3c(c2)OCO3)s1	-17.1	0.9	11.2	5.4	1.2	-6.9	36.5*	-7.8
COc1cc(OC)c(NC(=O)CNC(=O)Cn2ccc3ccccc3c2=O)cc1Cl	0.4	-1.2	-19.4	-8.0	2.1	-2.1	1.2	0.1
Cc1ccc(C(=O)Oc2oc(-c3ccco3)nc2C=Nc2ccc(Cl)cc2)cc1	48.7	-3.1	18.2	47.6	42.9	17.1	1.2	4.8
CC1(C)CC(NS(=O)(=O)c2ccc(C(C)(C)C)cc2)CC(C)(C)N1	0.3	0.7	12.5	-8.3	-13.8	-5.8	-0.7	7.1
COc1ccc(N(C)C(=S)Nc2ccc3nc(C)c(C)nc3c2)cc1	25.7	0.0	-148.0	4.0	-4.6	0.9	-1.0	-8.8
COc1ccc(/C=N/NC(=O)c2ccccc2O)cc1CSc1ccccn1	-21.3	-22.9	-461.7	-14.5	1.8	-0.1	5.0	1.0
O=C(c1ccc(-c2ccc([N+](=O)[O-])cc2)o1)N1CCCCC1	27.3	3.1	-12.5	1.0	-1.0	3.5	0.6	9.3
O=C(CSc1nc(C2CC2)nc2sc3c(c12)CCCC3)NCc1ccco1	-16.7	0.9	10.5	6.9	4.3	-0.3	.	3.0
CC(=O)c1cccc(OCC(O)CNCCOc2ccc(C)cc2)c1 (stereo not drawn)	8.0	2.5	12.6	-16.4	-8.8	-5.8	-0.6	-0.3
CC[C@H](C)[C@H](NC(=O)CNC(=O)COc1cc2c(c3oc(=O)cc(C)c13)CCC(C)(C)O2)C(=O)O	8.5	-1.3	-272.8	-0.7	5.2	-2.6	-0.5	0.2
